Bioassay records: PubChem, National Center for Advancing Translational Sciences (NCATS)
mIDH1 inhibitor – inhibitors of human mutant IDH1 R132H. Potency, µM (titrated, usually from 76.6 µM), for inactives: top-dose activity change, negative = inhibition, hits mostly inhibitors. O75874. AID 602179. 390,000 tested, 0.093% active. IDH1-R132H enzyme, NADPH consumption, diaphorase/resazurin fluorescence; also: potency is read from the fitted curve at half-maximal effect; % is scaled to controls: 0 for no effect and ±100 for the full control effect; nearly all actives have a fitted effect of over 65% in size
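IDH1-R132H (0.5 ug/mL) preincubated 30 min with compound, then NADPH (0.016 mM) and alpha-KG (2 mM) added; 80 min at RT, pH 7.5. Remaining NADPH coupled via diaphorase/resazurin to fluorescence (540/590 nm); concentration-response curves normalized to no-enzyme control.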
TRHR enhancer – TRH receptor (human) allosteric enhancement; P34981; TRHR cells, fluo-8 calcium fluorescence, EC20 TRH enhancement; enhancement, % at 2 µM; 360,000 tested, 0.66% active; AID 493056; in the data active = enhancement above about 30%; also: 0% is about no effect
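TRHR-expressing cells loaded with fluo-8 calcium dye were read kinetically (ex 480/em 530) during compound addition, then stimulated with an EC20 of TRH (10 nM final). Enhancement of the Gq-mediated intracellular calcium response was scored.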
TrxR1 substrate – substrates of rat thioredoxin reductase 1; 390,000 tested, 0.01% active; purified TrxR1 substrate turnover, NADPH consumption readout; Potency, µM (series often up to 114 µM), for inactives: top-dose activity change, negative = substrate turnover; O89049; AID 588456; also: potency is read from the fitted curve at half-maximal effect; % is scaled to controls: 0 for no effect and ±100 for the full control effect; nearly all actives have a fitted effect of over 50% in size
Target sequence (O89049 whole entry, looked up): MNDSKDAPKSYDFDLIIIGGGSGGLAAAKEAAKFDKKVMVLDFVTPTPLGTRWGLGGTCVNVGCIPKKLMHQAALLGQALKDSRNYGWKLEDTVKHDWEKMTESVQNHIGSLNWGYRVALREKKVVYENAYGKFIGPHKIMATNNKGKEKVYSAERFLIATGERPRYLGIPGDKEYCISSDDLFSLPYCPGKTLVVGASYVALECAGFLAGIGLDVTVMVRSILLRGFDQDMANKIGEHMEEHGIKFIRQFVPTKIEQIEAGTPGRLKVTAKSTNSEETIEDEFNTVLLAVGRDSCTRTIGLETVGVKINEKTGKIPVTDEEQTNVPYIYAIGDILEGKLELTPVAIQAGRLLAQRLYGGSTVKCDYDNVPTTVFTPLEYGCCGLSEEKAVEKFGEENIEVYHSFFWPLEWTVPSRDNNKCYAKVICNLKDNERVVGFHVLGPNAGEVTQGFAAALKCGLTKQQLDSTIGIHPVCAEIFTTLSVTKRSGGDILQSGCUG
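Rat TrxR1, dispensed at 90 nM, was prereduced with 400 uM NADPH (final) for 5 min at ~22 deg C, then incubated with compound 15 min before 400 uM selenite. A first-read NADPH fluorescence drop versus no-compound background flagged substrates.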
USP1-UAF1 inh – blocks the human USP1/UAF1 deubiquitinase complex; O94782; recombinant USP1/UAF1, Ub-Rhodamine cleavage fluorescence; Potency, µM (highest dose often 57.1 µM), inactives show top-dose activity change, negative = inhibition, hits mostly inhibitors; 390,000 tested, 0.23% active; also: potency is read from the fitted curve at half-maximal effect; % is scaled to controls: 0 for no effect and ±100 for the full control effect; nearly all actives have a fitted effect of over 60% in size; inactives centre near -12
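USP1/UAF1 complex at 1 nM was preincubated with compound for 15 min at room temperature, then Ub-Rho substrate (150nM final) was added. Fluorescence (480/540 nm) was read kinetically, 6 reads every 60 seconds.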
D2 antag – antagonizes the human D2 dopamine receptor. HEK293 TREx D2 cells, calcium flux, dopamine EC80. inhibition, % at 10 µM. 340,000 tested, 2% active; in the data active = inhibition above about 30%; also: 0% is about no effect
Target sequence (P14416 whole entry, looked up): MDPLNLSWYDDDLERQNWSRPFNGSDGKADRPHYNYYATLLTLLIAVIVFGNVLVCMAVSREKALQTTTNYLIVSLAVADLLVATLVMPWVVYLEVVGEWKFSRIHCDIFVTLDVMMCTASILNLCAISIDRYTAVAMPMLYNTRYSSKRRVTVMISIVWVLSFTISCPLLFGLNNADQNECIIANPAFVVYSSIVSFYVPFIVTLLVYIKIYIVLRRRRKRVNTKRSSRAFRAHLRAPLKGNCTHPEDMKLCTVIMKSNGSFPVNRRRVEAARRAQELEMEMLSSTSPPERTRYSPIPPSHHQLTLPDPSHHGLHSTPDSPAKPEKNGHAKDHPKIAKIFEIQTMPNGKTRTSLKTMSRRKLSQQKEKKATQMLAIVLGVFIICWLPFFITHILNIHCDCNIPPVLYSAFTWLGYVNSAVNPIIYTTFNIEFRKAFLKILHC
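Inhibition of EC80 dopamine-driven calcium flux, recorded kinetically, defines activity here; cells are a tetracycline-induced HEK293 T-REx line expressing force-coupled D2.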
TRHR agonist – agonists of human TRH receptor; activation, % at 2 µM; P34981; 360,000 tested, 0.18% active; TRHR cells, calcium flux fluo-8, FDSS agonist mode; in the data active = activation above about 30%; also: 0% is about no effect
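In this calcium-flux screen, cells bearing human TRHR are dye-loaded with fluo-8, baselined for 10 cycles, then exposed to library compounds; positive kinetic calcium responses during the agonist phase mark hits, with TRH as control.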
D2 ag – D2 dopamine receptor (human) agonism; HEK293 T-REx D2 cells, calcium flux agonist mode; 340,000 tested, 0.53% active; P14416; activation, % at 2 µM; AID 485358;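 active = activation over 3 SD above normal in the single-dose calcium agonist read, cut at about 30% in these data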; also: 0% is about no effect
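Tetracycline-induced HEK293 T-REx cells with force-coupled D2 receptor, plated overnight at 30 C, loaded with no-wash calcium dye. After a 10 s baseline, compound was pin-added and calcium flux read kinetically for 180 s; calcium rises flagged agonists.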
TrxR1 inh – blocks rat thioredoxin reductase 1 | O89049 | recombinant rTrxR1, NADPH fluorescence consumption, selenite substrate | Potency, µM (series often up to 114 µM), without a hit: at the top dose activity change, negative = inhibition, most hits filed as inhibitors | 390,000 tested, 1% active | AID 588453; also: potency is read from the fitted curve at half-maximal effect; % is scaled to controls: 0 for no effect and ±100 for the full control effect; nearly all actives have a fitted effect of over 65% in size
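Rat TrxR1 (90 nM in the dispensed reagent) was pre-reduced with 400 uM NADPH for 5 min at room temperature, then incubated with compound for 15 min. After 400 uM selenite was added, NADPH fluorescence (Ex 340/Em 450 nm) was followed for 8 min.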
PI4K2A block – PI4K2A (human) kinase inhibition | purified PI4K2A, ADP-Glo luminescence, 1 h; hits give low values | activity change, negative = inhibition, % at 76.9 µM | 420,000 tested, 0.13% active; in the data active = activity change below about -50%; inconclusive = mostly about -30% to -49%;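 also: -100% = wells without enzyme as full effect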
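ADP-Glo luminescence measured ADP generated by PI4K2A enzyme (4 ug/mL before mixing) with 1.2 mM PI substrate (pre-mix) and 300 microM ATP (pre-mix). Tris pH7.5 buffer with MgCl2, Triton X-100; 1 h reaction at ambient temperature.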
The depositor's hits bear a star; ? = inconclusive; / = no result given; [ ] = another dose, or the depositor's remark. Unless noted, calls follow the shape of the dose curve; as a rule, active = well fitted inhibition curve with a large enough effect; inconclusive = small, poorly fitted or top-dose-only effect; inactive = no such curve, though single readings can be large or run the other way.

Compound,mIDH1 inhibitor,TRHR enhancer,TrxR1 substrate,USP1-UAF1 inh,D2 antag,TRHR agonist,D2 ag,TrxR1 inh,PI4K2A block
Cc1ccc(CNC(=O)C2CCN(Cc3nc(-c4cccc(Br)c4)oc3C)CC2)cc1,31%,7,-6%[57.1 µM],-26%,/,-0.1,-0.2,-3%[57.1 µM],3
O=C(NCc1ccccc1)N1CCOCC1,-4%,-1,-7%,-3%,-6,0.3,-0.6,-11%,-7
COc1cccc(CNC(=O)c2ccc(CS(=O)Cc3ccc(C)cc3)o2)c1 (stereo not given),13%,1,-6%,-9%,-10,-0.1,0.2,-23%,-1
O=C(c1ccc(OC2CCN(C/C=C/c3ccccc3)CC2)cc1)N1CCCC1,2%,13,-3%,-23%,-10,1.1,7.8,-3%,0
O=C(c1ccco1)N1CCC(c2nc(-c3ccc(F)cc3)no2)CC1,2%,6,4%[57.1 µM],-15%,-14,0.4,0.7,0%[57.1 µM],-1
Cc1[nH]c(C)c(S(=O)(=O)NCCc2ccc(S(N)(=O)=O)cc2)c1C(=O)N1CCCC1,-3%,5,4%,-26%,-9,0.3,0.8,2%,2
CC(Sc1nncn1C)C(=O)Nc1cc(C(F)(F)F)ccc1N1CCOCC1 (stereo not given),3%,12,0%,-21%,-5,-1.4,-0.2,5%,-5
COc1ccc2[nH]c3ccccc3c2c1,0%,-17,5%,-16%,6,0.1,-1.6,-11%,1
COc1ccc(NC(=O)C2CC(=O)N(c3ccccc3Cl)C2)c(OC)c1 (stereo not given),1%,10,-4%[57.1 µM],-6%,-1,0.1,0.5,-6%[57.1 µM],-3
CC(=O)Nc1cccc(Nc2nc(-c3ccccc3)nc3ccccc23)c1,-3%,-2,4%,-9%,-14,0.0,-0.2,-4%,-12

Six entries out of the list above, ordered by the number in D2 antag, falling:
structure | TRHR enhancer | TrxR1 substrate | USP1-UAF1 inh | D2 antag | TRHR agonist | TrxR1 inh | PI4K2A block
COc1ccc2[nH]c3ccccc3c2c1 | -17 | 5% | -16% | 6 | 0.1 | -11% | 1
CC(Sc1nncn1C)C(=O)Nc1cc(C(F)(F)F)ccc1N1CCOCC1 (stereo not given) | 12 | 0% | -21% | -5 | -1.4 | 5% | -5
O=C(NCc1ccccc1)N1CCOCC1 | -1 | -7% | -3% | -6 | 0.3 | -11% | -7
Cc1[nH]c(C)c(S(=O)(=O)NCCc2ccc(S(N)(=O)=O)cc2)c1C(=O)N1CCCC1 | 5 | 4% | -26% | -9 | 0.3 | 2% | 2
O=C(c1ccc(OC2CCN(C/C=C/c3ccccc3)CC2)cc1)N1CCCC1 | 13 | -3% | -23% | -10 | 1.1 | -3% | 0
CC(=O)Nc1cccc(Nc2nc(-c3ccccc3)nc3ccccc23)c1 | -2 | 4% | -9% | -14 | 0.0 | -4% | -12

New compounds follow
Compound,mIDH1 inhibitor,TRHR enhancer,TrxR1 substrate,USP1-UAF1 inh,D2 antag,TRHR agonist,D2 ag,TrxR1 inh,PI4K2A block
CCCCNC(=O)CSc1nc2ccsc2c(=O)n1CCCC(=O)NCCc1ccc(S(N)(=O)=O)cc1,0%,-5,2%,-22%,4,-0.2,0.1,13%,9
CN(CC(=O)Nc1ccc(N2CCOCC2)cc1)C(=O)c1cn(-c2ccccc2)nc1-c1ccccc1,-1%,7,0%,-2%,-3,-0.1,-0.2,13%,5
CCn1cc(C(=O)NCCCN2CC(C)CC(C)C2)c(=O)c2cc(S(=O)(=O)N(C)C)ccc21 (stereo not given),-4%,1,4%[57.1 µM],-9%,17,1.1,-0.9,4%[57.1 µM],-2
Cc1noc(C)c1C(=O)Nc1cccnc1,8%,18,0%,-8%,23,-0.2,-1.8,14%,2
O=c1c2ccccc2nnn1CSc1ccccc1,6%,7,-4%,-17%,6,-0.8,-1.2,-8%,2
OC(CN1CCOCC1)c1ccc(F)cc1 (stereo not given),2%,4,11%,-3%,-5,0.3,0.7,38%,-8
O=C(N/N=C/c1cc(Br)c(Br)o1)c1ccc2c(c1)OCCO2,7%,6,13%[11.4 µM],-24%,7,0.6,-0.3,-61%,-13
Cn1c(SCc2ccc(C#N)cc2Cl)nc2ccccc21,15%,-6,2%,-25%,-8,-0.2,0.3,12%,-5
Cc1ccc(C2C(C(=O)c3sc(-c4ccccc4)nc3C)=C(O)C(=O)N2CCN(C)C)o1 (stereo not given),1%,/,11%[11.4 µM],-4%,/,/,/,13%[11.4 µM],-2
COCCN1CN(S(=O)(=O)c2ccccc2)c2nc3ccccc3nc21,1%,4,19%,-14%,9,0.1,-2.1,1%,-5
Cc1cccc(OCCCC(=O)NC2CCCCC2)c1,7%,-2,7%[57.1 µM],-17%,-11,-0.7,-0.8,3%[57.1 µM],-5
CC1CCCCN1C(=S)NC(=O)c1ccco1 (stereo not given),3%,3,0%,-10%,-28,0.1,-1.2,-17%,-2
CCCCN(C(=O)c1cccc(-n2cccc2)c1)c1c(N)n(CCC)c(=O)[nH]c1=O,-1%,8,5%,-4%,3,-0.1,0.0,12%,0
COc1ccc(C(C(=O)NC2CCCC2)N(C(=O)c2snc(C(N)=O)c2N)c2cc(C)ccc2OC)cc1OC (stereo not given),?,1,4%,-25%,4,0.0,0.2,-2%,3
OC(CNCC1COc2ccccc2O1)COc1ccc(Cl)cc1 (stereo not given),0%,18,-1%,-17%,104*,1.0,33*,20%,-6
O=C(Cc1ccc(-n2cccc2)cc1)NC1CCCCCC1,3%,-6,7%,4%,7,-0.9,-0.3,15%,1
Clc1ccc(CNCc2cccs2)cc1Cl,3%,-7,14%,-12%,5,-0.2,-6.5,30%,-3
NS(=O)(=O)c1cccc(NC(=O)c2ccno2)c1,6%,-3,7%,-11%,-5,0.5,-0.2,21%,7
COc1ccc(C2N3CC4(C)CN2CC(c2ccccc2)(C3)C4=O)cc1OC (stereo not given),-5%,0,-5%,-8%,/,0.5,/,17%,5
CCOC(=O)c1c(N)sc2c1CCN(CCc1ccccc1)C2,-9%,0,6%,-9%,1,0.3,-0.8,37%,-2

Some of the entries above in a different format.
Second line of a record: mIDH1 inhibitor, TRHR enhancer, TrxR1 substrate, USP1-UAF1 inh, D2 antag, TRHR agonist, D2 ag, TrxR1 inh, PI4K2A block
- COc1ccc(C(C(=O)NC2CCCC2)N(C(=O)c2snc(C(N)=O)c2N)c2cc(C)ccc2OC)cc1OC (stereo not given)
  ?, 1, 4%, -25%, 4, 0.0, 0.2, -2%, 3
- OC(CNCC1COc2ccccc2O1)COc1ccc(Cl)cc1 (stereo not given)
  0%, 18, -1%, -17%, 104*, 1.0, 33*, 20%, -6

Next records follow:
Compound,mIDH1 inhibitor,TRHR enhancer,TrxR1 substrate,USP1-UAF1 inh,D2 antag,TRHR agonist,D2 ag,TrxR1 inh,PI4K2A block
Fc1cnc(Cl)nc1NC1CCCCC1,6%,-1,-6%,-18%,-3,0.3,-0.2,13%,5
COc1ccc(C/C(C)=N/NC(=S)Nc2ccc(C)c(C)c2)cc1,5%,2,-15%,-16%,/,0.3,/,-30%,6
O=S1(=O)c2ccc(Br)cc2OC(COCc2ccccc2)CN1Cc1ccccc1 (stereo not given),0%,/,9%,-23%,/,/,/,45%[activator],0
Cc1nonc1OCCCNc1ccc([N+](=O)[O-])cc1Cl,1%,-8,2%[57.1 µM],-18%,-3,0.6,-0.9,19%[57.1 µM],4
CCOC(=O)c1cccc(NC(=O)c2cc(-c3ccc(Cl)s3)nc3ccccc23)c1,-6%,1,34%[activator],-1%,/,1.9,1.2,1%,3
O=C(Nc1ccc(F)cc1)c1cccc(NC(=O)C2C3CC4OC(=O)C2C4C3)c1 (stereo not given),7%,3,1%,-5%,2,-0.7,-0.6,-6%,0
COc1ccccc1N1CCN(C(=O)c2ccc3c(c2)NC(=O)C(CSCc2ccccc2C)N3)CC1 (stereo not given),/,0,/,/,4,0.8,0.2,/,/
CC1=NN(c2ccc(Cl)c(C(=O)O)c2)C(=O)C1,-3%,-3,-5%,-8%,5,0.5,0.4,28%,-29
CN(C)n1cccc1/C=C(\C#N)S(=O)(=O)c1cccc(Cl)c1,8%,-10,5%[57.1 µM],-7%,-20,-0.1,-0.7,35%[57.1 µM],2
CC(O)c1nc2ccccc2n1CC(=O)Nc1ccc2c(c1)OCCO2 (stereo not given),-2%,1,3%,-29%,-3,-0.3,0.0,7%,0
CC[C@@]12C(=O)N(c3ccc(OC)cc3)C(=O)N1[C@H](c1cccc(C)c1)[C@@H]1C(=O)N(Cc3ccccc3)C(=O)[C@@H]12,-5%,-4,-1%[57.1 µM],?,7,1.9,0.5,-9%[57.1 µM],1
CCOc1ccc(N(CC(=O)NC2CCCCC2C)S(=O)(=O)c2c(C)noc2C)cc1 (stereo not given),-1%,-1,6%,-11%,-36,0.7,0.2,12%,2
COc1ccc(S(=O)(=O)Nc2ccc3c(c2)n(C)c(=O)n3C)cc1F,27%,5,5%,-11%,-3,0.0,-0.6,25%,-6
O=NN1CCN(c2ccncc2S(=O)(=O)N2CCCCC2)CC1,1%,1,4%[57.1 µM],0%,3,-0.1,-0.1,8%[57.1 µM],1
O=C(O)c1ccc(NS(=O)(=O)c2ccc(Cl)cc2)cc1,3%,4,3%,-1%,-4,-0.7,0.0,4%,-2
Cc1cccc(-n2nc3c(c2NC(=O)CCC2CCCCC2)CS(=O)C3)c1C (stereo not given),-7%,-12,1%,-15%,9,-0.6,-0.5,16%,-7
Cc1cc(NC(=O)CSc2c3c(nc4ccccc24)CCC3)no1,-2%,4,4%[57.1 µM],-3%,0,-0.4,-0.5,7%[57.1 µM],1
CCC(C)[C@H](NC(=O)NCCC1=CCCCC1)C(=O)O (stereo not given in full),0%,-1,0%,-10%,2,0.7,0.5,14%,-6
COc1ccc(C(=O)N2CCC(C(=O)c3ccc(F)cc3)CC2)cc1,0%,-1,6%[57.1 µM],-23%,-11,0.2,0.8,10%[57.1 µM],3
CCOC(=O)c1cc2c(OC)ccc(OC)c2n1CC(=O)c1ccccc1,4%,-11,8%,-10%,2,1.2,0.5,9%,-1
O=[N+]([O-])c1ccc(Sc2ccc(Cl)c(Cl)c2)nc1,5%,-5,-10%,-12%,2,-0.1,0.3,-17%,4
